MITF TRPM1 inh = inhibitors of MITF-dependent TRPM1 promoter reporter, primary screen, cell-based, SK-MEL-5, single point, luciferase; hit rate 0.83% among 330,000; AID 488899, 2010; inhibition, % at 12.5 µM; SK-MEL-5 TRPM1 promoter luciferase, 24 h;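 active means mean inhibition across replicates of 60% or more, whatever share of single replicates reaches that level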; further: values of inactives mirror those of a sister screen read the other way
PDI turbidity = inhibitors of human PDI, primary screen, biochemical, turbidity, single point, plate reader; inhibition, % at 10 µM; hit rate 0.052% among 350,000; Protein disulfide-isomerase (Homo sapiens), P07237; AID 588391, 2011; PDI insulin aggregation turbidity, A650, 90 min;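 active means mean inhibition across replicates of 30% or more, whatever share of single replicates reach that level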;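 further: absorbance from insulin aggregation driven by PDI reduction with DTT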
Target sequence (P07237 whole entry, looked up): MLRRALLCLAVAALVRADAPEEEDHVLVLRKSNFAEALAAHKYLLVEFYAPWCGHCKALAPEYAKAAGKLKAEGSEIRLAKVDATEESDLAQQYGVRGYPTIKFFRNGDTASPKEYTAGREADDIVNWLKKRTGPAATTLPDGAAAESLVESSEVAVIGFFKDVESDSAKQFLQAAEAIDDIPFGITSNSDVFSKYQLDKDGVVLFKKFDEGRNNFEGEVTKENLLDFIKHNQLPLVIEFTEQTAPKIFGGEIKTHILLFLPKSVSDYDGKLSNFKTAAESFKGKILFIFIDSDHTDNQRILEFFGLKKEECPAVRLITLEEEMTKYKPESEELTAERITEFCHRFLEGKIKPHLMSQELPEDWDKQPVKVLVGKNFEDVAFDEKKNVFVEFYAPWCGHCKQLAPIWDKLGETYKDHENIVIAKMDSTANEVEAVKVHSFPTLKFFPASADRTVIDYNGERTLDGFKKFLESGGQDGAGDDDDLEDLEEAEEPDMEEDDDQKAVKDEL
Shn3 inh set2 = reduction of Shn3 3'UTR firefly luciferase signal, primary screen, Schnurri-3 inhibitor project, cell-based, Clone20 osteoblasts, set 2 | Clone20 osteoblast Shn3 3'UTR firefly luciferase, 24 h | inhibition, % at 12.5 µM | hit rate 0.52% among 360,000;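 active means mean inhibition of at least 75% with every replicate also reaching 75%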;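 further: 0% = median of neutral control wells and 100% = pilot-screen positive control compound; some compounds past the cut are filed as inactive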
iPSC survival up = enhancers of single-cell hiPSC survival, primary screen, ATPlite luminescence; hit rate 0.044% among 360,000; survival enhancement, % at 20 µM; 100% = ROCK inhibitor wells, 0% = DMSO; AID 602274, 2012; in the data active means survival enhancement above about 18%;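 further: cells exposed to compounds for 16 hours before the ATP read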
HIF-2a inh = HIF-2a reporter inhibitors, primary screen, luminescence, 786-0 RCC cells; 786-0 RCC cells HIF-2a reporter, luciferase luminescence, overnight; inhibition, % at 18.8 µM; hit rate 0.72% among 360,000;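 active means inhibition of the luminescence signal of 40% or more relative to plate controls, in a single-dose primary screen at 18.75 µM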
NR2E3 ag-1 = NR2E3 agonists in two-hybrid cells, primary screen, cell-based, luminescence, CHO-S, Gal4-NCOR/VP16-NR2E3; Photoreceptor-specific nuclear receptor (Homo sapiens), Q9Y5X4; luciferase; inhibition of corepressor binding, % at 3.98 µM; hit rate 0.35% among 360,000; AID 602229, 2012;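 active means inhibition above the mean of all tested compounds plus 3 SD, cut at about 70% in these data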;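 further: 0% = DMSO with NR2E3 transfected cells and 100% = cells lacking NR2E3 construct; higher means lower luciferase signal from less NR2E3 corepressor binding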
Target sequence (Q9Y5X4 whole entry, looked up, the tested form may be a part): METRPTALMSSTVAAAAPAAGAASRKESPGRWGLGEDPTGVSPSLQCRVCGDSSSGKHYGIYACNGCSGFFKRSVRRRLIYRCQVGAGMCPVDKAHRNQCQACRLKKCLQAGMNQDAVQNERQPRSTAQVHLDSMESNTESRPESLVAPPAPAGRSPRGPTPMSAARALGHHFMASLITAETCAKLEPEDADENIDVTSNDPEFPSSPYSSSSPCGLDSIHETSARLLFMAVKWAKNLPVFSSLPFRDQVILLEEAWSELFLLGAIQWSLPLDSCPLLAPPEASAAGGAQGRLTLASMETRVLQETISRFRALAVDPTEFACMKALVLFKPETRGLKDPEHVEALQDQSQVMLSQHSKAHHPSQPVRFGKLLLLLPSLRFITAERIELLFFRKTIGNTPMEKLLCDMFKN
Peg3 promoter = Peg3 promoter-driven luciferase inhibitors, primary screen, cell-based, HeLa, luciferase luminescence. hit rate 1.7% among 360,000. HeLa PEG-Prom luciferase reporter, overnight. inhibition, % at 20 µM. AID 588405, 2011;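 active means inhibition of at least 50% at 20 µM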
NR2E3 ag-2 = inhibitors of NR2E3-RetCOR corepressor binding, primary screen, NR2E3 agonist project, biochemical, TR-FRET, GST-NR2E3, biotin-RetCOR | AID 2300, 2010 | hit rate 0.12% among 320,000 | Photoreceptor-specific nuclear receptor (Homo sapiens), Q9Y5X4 | inhibition of corepressor binding, % at 4.78 µM | 1536-well;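 active means percent inhibition above the cutoff of mean plus 3 SD of all tested compounds, set per screening campaign, cut at about 20% in these data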;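 further: 0% = DMSO wells and 100% = biotin wells as full block of FRET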
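Test system: GST-NR2E3 and biotin-RetCOR proteins | Quantity: 1.35 nM GST-tagged NR2E3 final | Medium: Tris pH 7.5 | Also added: 7 nM biotin-RetCOR | Dosing: Compound at 4.8 µM, single dose | Timing: 5 h at 4 °C | Detection: Time-resolved FRET | Read-out basis: Percent inhibition | Benchmarks: Biotin wells as high control, 0.6% DMSO wells as low control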
CaV13 FRET inh = Disruptors of the CACNA1D IQ motif to Ca2+-dependent inactivation inhibitor domain association, primary screening, Förster resonance energy transfer in intact living …; HEK cells, CFP/YFP FRET ICDI-IQ, plate reader, 10 min; percent FRET-ratio fall versus neutral wells; inhibition, % at 12.3 µM; hit rate 0.098% among 340,000;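 active means mean replicate inhibition of at least 30% and at least 1% of replicates passing that level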;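 further: 0% = median of the neutral control wells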
HTR2A ag = mouse Htr2a agonists via beta-arrestin recruitment, primary screen, cell-based, luminescence; CHO-K1 mHTR2A beta-arrestin complementation; percent of 30 µM serotonin response; hit rate 0.66% among 360,000; 5-hydroxytryptamine receptor 2A (Mus musculus), P35363; activation, % at 7.6 µM;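 active means activation above a run cutoff, the mean activation of all tested compounds plus 3 SD, cut at about 14% in these data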;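 further: 0% = plate median of compound wells and 100% = 30 µM serotonin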
Cardio protect = cardioprotection against H2O2-induced cell death, primary screen, uHTS, H9c2 cells, ATPLite luminescence. protection from H2O2 cell death, % at 20 µM. H9c2 cardiomyocytes, H2O2 injury protection, 2 h. AID 588492, 2011. hit rate 0.63% among 360,000;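 active means compounds giving at least 50% protection of heart cells from peroxide-induced death in the single-dose screen, raw or plate-pattern-corrected value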;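 further: 0% = DMSO wells with peroxide and 100% = DMSO wells without peroxide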
* marks the source's active call; other numbers are inactive results; . = not tested or not shown; & = joins results of further samples. The order is random. About 3.9% of those tested had a hit in this group.

SMILES | MITF TRPM1 inh | PDI turbidity | Shn3 inh set2 | iPSC survival up | HIF-2a inh | NR2E3 ag-1 | Peg3 promoter | NR2E3 ag-2 | CaV13 FRET inh | HTR2A ag | Cardio protect
O=C(COC(=O)c1cncc(Br)c1)NC1CCCCCC1 | 9.7 | -6.9 | -7.6 | -1.4 | 6.3 | -13.4 | 2.2 | 0.3 | -4.7 | -2.8 | 2.9
CC(Cc1cccs1)NC(=S)Nc1ccc(Cl)c(Cl)c1 (configuration not stated) | -1.7 | -3.8 | -31.8 | 0.6 | -35.1 | -12.5 | -33.8 | 0.4 | -15.4 | -4.9 | -9.1
Cc1c(Cl)c(C(F)F)nn1CC(=O)NC1C(=O)N2C(C(=O)O)=C(CSc3nnnn3C)CSC12 (configuration not stated) | -2.7 | -1.0 | -3.7 | 0.4 | -4.5 | -20.8 | 7.9 | . | 8.5 | -0.5 | -2.7
O=C(NCC1CCCO1)c1cccc(NC(=O)c2cccs2)c1 (configuration not stated) | 5.9 | 2.3 | -6.0 | -0.3 | 7.7 | 2.5 | 10.0 | 0.5 | -6.7 | -0.3 | 4.7
O=C(NCc1ccccn1)c1cn(-c2ccccc2)nc1-c1ccc(Cl)cc1 | 0.9 | 7.1 | -0.6 | -0.5 | -20.5 | -2.8 | -8.3 | 1.1 | -5.4 | -3.2 | -3.7
COc1ccc(N(CC(=O)NCCc2cccc(C)c2)S(=O)(=O)c2c(C)noc2C)cc1 | -11.6 | 7.1 | -3.4 | 0.1 | 6.1 | -2.4 | 3.0 | -0.8 | . | -5.1 | -3.5
CC(=O)c1ccc(NC(=S)N(Cc2ccccc2)C(C)C2CC2)cc1 (configuration not stated) | -3.6 | 3.9 | 7.6 | -0.5 | -22.0 | 17.0 | -8.8 | -3.9 | 3.0 | -4.7 | -3.5
CCC(CC)C(=O)c1c[nH]c(C(=O)NCc2ccccn2)c1 | -13.2 | -0.7 | -6.1 | -0.6 | 7.6 | 1.5 | 0.3 | 1.5 | 6.7 | 3.2 | 1.4
COc1cc2c(cc1NC(=O)COC(=O)[C@@H](NC(=O)c1ccccc1)C(C)C)oc1ccccc12 | -15.4 | -12.3 | -14.1 | 2.2 | -75.7 | -46.0 | -87.8 | -3.6 | -2.8 | -2.8 | -5.2
O=C1N/C(=C\c2ccc(O)cc2)C(O)=C1C=NCc1ccccc1 | -13.7 | 15.4 | 14.7 | -0.2 | -29.8 | 63.2 | -31.4 | -4.6 | -6.0 | -2.7 | -4.2
O=C(CCc1ccccc1)NNC(=O)Nc1ccc(Br)cc1 | -25.4 | 0.5 | -15.9 | -0.1 | -132.9 | -13.7 | -152.6 | 0.2 | -3.0 | -3.9 | -10.7
COc1ccc(Nc2ncnc3sccc23)c(OC)c1 | -5.7 | 15.5 | -14.7 | 0.3 | -22.2 | -17.5 | -36.4 | -2.2 | -7.0 | 0.1 | -0.5
CC(=O)N1CCc2cc(S(=O)(=O)NCCC(=O)NC3CCCCCC3)ccc21 | 2.3 | -13.1 | 13.3 | -0.4 | -3.2 | 6.7 | -8.4 | 1.3 | -2.6 | 1.4 | -3.6
CC(C)(C)NC(=O)C(c1ccncc1)N(C(=O)Cn1nnc(-c2cccs2)n1)C1CCCCC1 (configuration not stated) | 6.8 | 5.7 | -1.1 | 0.0 | -0.4 | -14.4 | 7.1 | 1.2 | . | 3.5 | 2.9
COc1ccc(C)cc1NC(=O)CSc1nc(=O)n(CCCN2CCOCC2)c2c1CCCC2 | 6.6 | -2.6 | 13.2 | 0.4 | 9.9 | 8.1 | 13.6 | -2.4 | -1.0 | -7.3 | 2.1
CC(=O)C1C(c2ccc(OC(F)F)cc2)NC(=O)NC1(O)C(F)(F)F (configuration not stated) | -1.0 | -11.6 | 8.7 | 3.1 | 13.6 | -6.1 | 10.4 | 1.3 | -6.8 | 0.4 | -6.2
CC(C)c1nccn1S(=O)(=O)c1cc([N+](=O)[O-])ccc1Cl | 13.6 | -5.4 | -10.1 | -1.7 | 16.4 | 0.2 | 11.8 | 0.7 | -5.4 | -1.0 | -3.3
COc1cc(CCC(=O)Nc2ccncc2Cl)cc(OC)c1OC | 10.9 | -6.7 | 13.3 | 0.1 | 6.4 | -4.5 | 4.7 | 2.1 | -9.7 | 1.4 | 5.2
CC(C)C[C@H](NC(=O)OC(C)(C)C)C(=O)N[C@@H](CO)[C@H](O)[C@@H]1C[C@@H]1C(=O)N1CCCC1 | -11.4 | -0.7 | 4.7 | 2.2 | -3.3 | -33.3 | 1.1 | -1.1 | 3.9 | 7.7 | -1.2
CCCCc1nc2n[nH]c(N)c2c2c1CCC2 | 21.4 | 9.9 | -4.8 | 1.0 | 10.7 | -2.2 | 6.8 | 3.3 | -5.3 | 5.8 | 4.7
COc1ccc(N2C[C@H](CSC)[C@@H](CC(=O)Nc3ccc(Br)cc3)C2=O)cc1 | . | 9.6 | 0.2 | -0.6 | -27.7 | -14.8 | -16.1 | . | -9.5 | 2.2 | -17.6
O=C(c1cc(-c2ccc(F)cc2)on1)N1CCCC1 | -9.1 | 3.2 | 9.5 | -1.4 | -164.8 | -139.2 | -102.0 | 0.8 | -10.9 | 5.8 | -6.3
Cc1ccc(NC(=O)NC(=O)N(C(C)C)S(=O)(=O)c2ccc(C)cc2)cc1 | -18.6 | -5.7 | 4.7 | -0.6 | -19.4 | -27.5 | -17.1 | -0.7 | -4.8 | 2.4 | 5.0
C[C@H](CO)N1C[C@H](C)[C@@H](CN(C)S(=O)(=O)c2ccc(F)cc2)Oc2ccc(NC(=O)Cc3cn(C)c4ccccc34)cc2C1=O | 17.5 | 14.0 | 14.9 | 1.6 | 24.4 | -11.9 | 12.6 | . | -5.4 | 3.7 | 5.6
Cc1ccccc1NC(=O)C(=O)NC(C)CCc1ccccc1 (configuration not stated) | 7.0 | 18.1 | -11.3 | -1.0 | -34.0 | -18.4 | -28.4 | -2.6 | . | 1.3 | -1.9
CCc1ccc(CN2CC(C(=O)O)CC2=O)cc1 (configuration not stated) | -11.0 | -0.5 | 5.6 | -1.2 | -2.9 | 5.7 | 4.2 | -3.0 | -8.2 | 4.8 | 3.5
Cc1ccc(NS(=O)(=O)c2cc(C(=O)Nc3cccc([N+](=O)[O-])c3)ccc2C)cc1 | -4.7 | -2.1 | 8.3 | -0.2 | 15.7 | -30.4 | 36.6 | -1.1 | -5.4 | -0.5 | -16.1
C[C@@H](CO)NC(=O)c1ccc2c3n(nc2c1)-c1ccc(Cl)cc1CO3 | -104.0 | -1.3 | -104.9 | -3.5 | -328.3 | -121.9 | -354.7 | -1.8 | -4.7 | 1.1 | -7.4
CCN1C(=O)C2(C(C(=O)c3ccc(C)o3)=C(O)C(=O)N2CCCN2CCOCC2)c2ccccc21 (configuration not stated) | -13.9 | -10.0 | 7.9 | 3.8 | 3.5 | -14.1 | -5.7 | 7.2 | . | 4.2 | -0.9
CC(C)CC(=O)N[C@H](C(=O)N[C@H](C(=O)N[C@@H](CC(C)C)[C@@H](O)CC(=O)N[C@@H](C)C(=O)N[C@@H](CC(C)C)[C@@H](O)CC(=O)O)C(C)C)C(C)C | -5.5 | 4.5&3.5 | -10.1&-2.6 | -0.1&3.3 | -3.4&19.1 | -27.1&-32.1 | 0.6&9.8 | . | -4.9&-5.3 | -2.8&1.1 | 4.2&2.3
C/C(=N\Nc1nc(N)cc(Cl)n1)c1ccc(Cl)c(Cl)c1 | -14.3 | 10.5 | -13.9 | -0.5 | -73.3 | -20.1 | -51.6 | 7.2 | 3.7 | -2.9 | 10.9
CCCCn1c(N)c(NCCC(C)C)c(=O)[nH]c1=O | 7.0 | -2.0 | -1.1 | -0.4 | 8.2 | 4.8 | 15.4 | 2.6 | -5.0 | 4.4 | -7.3
O=C(Nc1c(-c2ccc3c(c2)OCO3)[nH][nH]c1=O)c1ccccc1 | . | . | -24.6 | -2.0 | -6.9 | -13.7 | 10.5 | . | -4.4 | 0.4 | -2.2
COc1ccc(CN2CCC(C(=O)c3ccc(F)cc3)CC2)cc1 | -10.0 | 4.4 | 3.6 | -0.2 | 5.8 | -3.1 | 9.2 | 2.7 | -2.7 | -7.3 | -0.6
Cc1ccc(C(=O)NNC(=O)c2cc(OCC(F)(F)F)ccc2OCC(F)(F)F)cc1 | 7.5 | 1.3 | -53.5 | -0.4 | 15.6 | -12.0 | 3.3 | 0.9 | -8.4 | 2.0 | 1.2
Cn1c(=O)c2cc(S(=O)(=O)NC(C(=O)NC3CCCCC3)c3ccccc3)ccc2n(C)c1=O (configuration not stated) | 7.3 | -5.5 | 0.5 | -3.1 | -7.3 | -22.1 | -4.6 | . | -5.4 | -4.2 | -0.4
C[C@@H]1CN([C@@H](C)CO)S(=O)(=O)c2ccc(Br)cc2O[C@H]1CN(C)C(=O)c1ccccc1 | . | -4.5 | -13.9 | -0.2 | 3.8 | -10.5 | 4.2 | . | -6.7 | -7.4 | 14.1
COc1ccc(C(=O)NC(C)CCc2ccccc2)c(O)c1 (configuration not stated) | -12.0 | 9.2 | -21.3 | 0.0 | -80.5 | -61.4 | -80.8 | . | -19.5 | -2.0 | -5.8
CCCC(=O)NC(c1ccco1)c1cc(Cl)c2cccnc2c1O (configuration not stated) | 3.9 | 7.0 | 43.3 | 2.4 | 19.8 | -21.7 | 68.7* | 6.8 | . | -10.4 | 35.2

One compound at a time, as listed above:
CC(C)c1nccn1S(=O)(=O)c1cc([N+](=O)[O-])ccc1Cl is entered as MITF TRPM1 inh = 13.6; PDI turbidity = -5.4; Shn3 inh set2 = -10.1; iPSC survival up = -1.7; HIF-2a inh = 16.4; NR2E3 ag-1 = 0.2; Peg3 promoter = 11.8; NR2E3 ag-2 = 0.7; CaV13 FRET inh = -5.4; HTR2A ag = -1.0; Cardio protect = -3.3
COc1cc2c(cc1NC(=O)COC(=O)[C@@H](NC(=O)c1ccccc1)C(C)C)oc1ccccc12 is entered as MITF TRPM1 inh = -15.4; PDI turbidity = -12.3; Shn3 inh set2 = -14.1; iPSC survival up = 2.2; HIF-2a inh = -75.7; NR2E3 ag-1 = -46.0; Peg3 promoter = -87.8; NR2E3 ag-2 = -3.6; CaV13 FRET inh = -2.8; HTR2A ag = -2.8; Cardio protect = -5.2

Bioassay records as filed in PubChem BioAssay.
